GLP1R ag: activates the human GLP-1 receptor; AID 624172; Potency, µM (series often up to 45.6 µM), for the others: top-dose activation, actives largely listed as activators; hit rate 0.007% among 380,000; HEK293 GLP-1R CRE-luciferase, luminescence, 4-6 h; cells express a hypersensitive GLP-1R form; P43220; further: potency means the concentration at half of the fitted maximal effect; % of control where 0% means no effect
PTHR1 ag: agonists of human PTHR1 parathyroid hormone receptor; HEK293 GP2 PTHR1 cells, GloSensor cAMP luminescence, 1 h; Potency, µM (highest dose often 115 µM), for the others: top-dose activation, most hits filed as activators; Q03431; hit rate 0.075% among 410,000; further: potency means the concentration at half of the fitted maximal effect; nearly all actives have a fitted effect of over 55% in size; some results filed as inactive show a strong effect at the top dose; inactives centre near -15; many of its hits are not listed in these tables
Target sequence (Q03431 whole entry, looked up): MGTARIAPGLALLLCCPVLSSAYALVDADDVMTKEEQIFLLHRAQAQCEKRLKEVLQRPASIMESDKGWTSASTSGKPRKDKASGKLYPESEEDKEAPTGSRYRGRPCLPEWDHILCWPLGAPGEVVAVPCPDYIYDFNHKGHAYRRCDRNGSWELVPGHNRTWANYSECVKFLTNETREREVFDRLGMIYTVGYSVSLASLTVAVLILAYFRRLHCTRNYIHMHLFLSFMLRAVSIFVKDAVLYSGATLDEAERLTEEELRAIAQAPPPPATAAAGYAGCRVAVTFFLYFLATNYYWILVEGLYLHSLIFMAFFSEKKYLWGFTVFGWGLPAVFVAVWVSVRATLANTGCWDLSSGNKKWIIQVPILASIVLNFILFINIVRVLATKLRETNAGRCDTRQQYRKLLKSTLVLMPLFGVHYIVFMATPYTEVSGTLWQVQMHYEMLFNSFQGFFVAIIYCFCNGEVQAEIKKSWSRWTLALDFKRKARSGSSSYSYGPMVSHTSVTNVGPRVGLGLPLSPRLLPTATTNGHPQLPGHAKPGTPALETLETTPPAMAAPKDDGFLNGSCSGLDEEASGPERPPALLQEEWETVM
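HEK-293-derived GP2 cells expressing PTHR1 and a GloSensor cAMP reporter, 3,000/well, plated overnight, given luciferin plus IBMX (each 0.5 mM as added) for 1 h at 37 °C, then compound for 1 h at 37 °C. Luminescence was read after 15 min at room temperature.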
aSyn rescue: alpha-synuclein toxicity inhibition in yeast. Yeast expressing alpha-synuclein, growth rescue, BacTiter-Glo, 24 h. Potency, µM (highest dose often 46.1 µM), for inactives: at the top dose growth rescue (activation), actives largely listed as activators. hit rate 0.14% among 370,000; further: potency means the concentration at half of the fitted maximal effect; % of control where 0% means no effect; nearly all actives have a fitted effect of over 65% in size
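Rescue of yeast growth: cells expressing toxic alpha-synuclein, induced in galactose at OD600 0.02, incubated with compound 24 h at 30 C. ATP luminescence quantified growth; inhibitors of toxicity appear as activators.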
TDP-43 yeast inh: rescues yeast growth from TDP-43 toxicity; AID 652104; Potency, µM (highest dose often 46.1 µM), for inactives: at the top dose growth rescue (activation), most hits filed as activators; hit rate 1.8% among 410,000; TDP-43 expressing yeast growth rescue, BacTiter-Glo, 24 h; further: potency means the concentration at half of the fitted maximal effect; % of control where 0% means no effect; nearly all actives have a fitted effect of over 50% in size
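Cell-based yeast growth screen: TDP-43 expression induced in galactose, inoculum OD600=0.02 after raffinose pregrowth to mid-log. Read-out BacTiter-Glo luminescence at 24 hr, 30 deg C; inhibition of toxicity seen as signal increase.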
DRD3 agonist: D3 dopamine receptor (human) agonism; D3R DiscoveRx beta-arrestin cells, luminescence, 90 min; max activation, %; P35462; hit rate 0.58% among 410,000; in the data active means max activation above about 30%; further: 0% is about no effect; mostly tested at two doses, the higher about 12 µM
Target sequence (P35462 whole entry, looked up): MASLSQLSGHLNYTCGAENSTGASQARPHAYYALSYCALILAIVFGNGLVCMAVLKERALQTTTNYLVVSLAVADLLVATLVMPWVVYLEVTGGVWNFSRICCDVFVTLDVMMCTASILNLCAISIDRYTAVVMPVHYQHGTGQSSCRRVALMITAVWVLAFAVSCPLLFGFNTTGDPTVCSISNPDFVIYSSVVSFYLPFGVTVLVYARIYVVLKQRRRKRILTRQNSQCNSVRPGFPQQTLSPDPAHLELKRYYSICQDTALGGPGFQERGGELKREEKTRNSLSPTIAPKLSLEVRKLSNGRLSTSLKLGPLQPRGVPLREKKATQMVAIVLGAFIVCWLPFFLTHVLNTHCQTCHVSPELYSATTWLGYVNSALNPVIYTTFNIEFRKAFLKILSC
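Agonist mode: compounds and dopamine controls were applied to plated cells for 90 min at 37 degrees C after an overnight attachment at 1500 cells/well. Luminescent read-out followed 30 - 60 minutes at room temperature with DiscoveRx detection reagent.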
KB-V1 cytotox: kills drug-selected multidrug resistant KB-V1 cells; Potency, µM (top dose mostly 46.1 µM), for the others: top-dose activity change, negative = cytotoxicity, usual class: cytotoxic; KB-V1 MDR cells viability, CellTiter-Glo, 72 h; hit rate 3.4% among 400,000; further: potency means the concentration at half of the fitted maximal effect; on the % scale 0 is the no-effect control and ±100 the full control effect; nearly all actives have a fitted effect of over 60% in size
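qHTS viability screen in drug-selected KB-V1 MDR cells: 72 h compound treatment at 37 degrees C, ATP luminescence end point.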
HEK293 tox: cytotoxicity in counter-screen for GLP-1R inverse agonists; hit rate 0.13% among 410,000; HEK293 cAMP-luciferase reporter cells, luminescence, 24 h; Potency, µM (titrated, usually from 38.3 µM), for the others: at the highest dose activity change, negative = inhibition, usual class: inhibitors;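 further: loss of luciferase light is scored as toxicity; potency means the concentration at half of the fitted maximal effect; on the % scale 0 is the no-effect control and ±100 the full control effect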
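Quantitative HTS format, 1536 wells, 200 cells/uL seeded. Compounds: 23 nL, 24 h, 37 °C. Detection: luciferase reagent, luminescence at 12 min RT; decreased signal taken as cytotoxic.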
GLP1R inv ag: GLP-1 receptor (human) inverse agonism | P43220 | HEK293 GLP-1R CRE-luciferase, luminescence, 24 h; GLP-1R form is constitutively active | Potency, µM (titrated, usually from 38.3 µM), inactives show top-dose activity change, negative = inhibition, most hits filed as inhibitors | hit rate 1.6% among 410,000 | AID 624417; further: potency means the concentration at half of the fitted maximal effect; on the % scale 0 is the no-effect control and ±100 the full control effect; nearly all actives have a fitted effect of over 55% in size
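Inverse agonists were sought by their lowering of basal cAMP reporter luciferase output in HEK293 cells stably carrying constitutively active human GLP-1R, after 24 h compound treatment.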
D3 antag: blocks the human D3 dopamine receptor. P35462. hit rate 2.5% among 360,000. max response, negative = inhibition, %. AID 652054. D3R cells, DiscoveRx beta-arrestin luminescence, antagonist mode; active compounds read low; in the data active means max response below about -50%; inconclusive means no clear call, values can overlap the other calls; further: on the % scale 0 is the no-effect control and ±100 the full control effect; mostly tested at two doses, the higher about 12 µM
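Cells plated overnight at 1500 cells/well, then exposed to library compounds with dopamine controls for 90 minutes at 37 degrees C. DiscoveRx reagent added for 30–60 minutes at room temperature; luminescence read, quantitative HTS format.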
Starred values were filed as active, the others as inactive; i = inactive; ? = inconclusive; . = not tested or not shown; & = joins results of further samples; [ ] = another dose, or the depositor's remark. Unless noted, the call rests on the fitted dose curve; in most records, active means well fitted curve in the direction sought with a large enough effect; inconclusive means small, poorly fitted or top-dose-only effect, or another doubt; inactive means no such curve, though single readings can be large; an effect the other way counts as inactive or inconclusive. Only part of the results is shown; count on the stated rates, not on these rows.

SMILES	GLP1R ag	PTHR1 ag	aSyn rescue	TDP-43 yeast inh	DRD3 agonist	KB-V1 cytotox	HEK293 tox	GLP1R inv ag	D3 antag
CC(C)C[C@H](NC(=O)c1cc2cc(Cl)ccc2n1C)C(=O)N1CCC(C(=O)O)CC1	16%	-13%	-5%	-16%	-2	-1%	1%	10%	-24
COc1cc2c(cc1OC)C(COc1cc(C)cc(C)c1)N(C(=O)c1ccc(S(=O)(=O)N3CCCC3)cc1)CC2 (stereo not given)	18%	i	1%	?	2	6%	3%	8%	.
Cn1c(SCC(=O)N2c3ccccc3CCc3ccccc32)nnc1-c1ccc(O)cc1	-17%	i	-1%	-14%	-6	0%	?	?	-14
Cc1ccc2c(c1)N(CC(=O)N1CCCCC1)C(=O)CO2	8%	-8%	0%	-1%	3	?	-11%	19%	-18
O=C(NCCc1ccc(Cl)cc1)c1ccc(CS(=O)(=O)c2ccc(Cl)cc2)o1	.	-40%[inhibitor]	.	23%	7	.	-2%	?	.
CCc1nnc(NC(=O)c2ccc(S(=O)(=O)N(CCOC)CCOC)cc2)s1	-6%	-57%[inhibitor]	0%	8%	-1	1%	1%	11%	18
CCOc1ccc(NC(=O)COC(=O)c2n[nH]c3ccccc23)cc1	18%	-17%	0%	-9%	1	5%	-8%	-25%	3
COc1ccc(C(=O)N2CCN(C)C(=O)[C@@H]2C)cc1OC1CCN(C(C)C)CC1	-10%	i	5%	5%	26	.	5%	-1%	5
CCOC(=O)C(CC(C)C)CP(=O)(O)CNC(=O)OCc1ccccc1 (stereo not given)	-2%	i	-5%	17%	3	-2%	15%	0%	-17
COc1cccc(/C=C2/SC(=O)N(CC(=O)N3CCc4ccccc4C3)C2=O)c1OCC(=O)O	5%	i	0%	5%	1	0%	-7%	-15%	0
Cc1ccc(C(=O)c2c(NC(=O)c3ccncc3)sc3c2CCCC3)cc1	9%	-15%	25%	15%	-3	?	2%	42%[activator]	-9
Cc1cccc(S(=O)(=O)N2CCCc3ccccc32)c1	9%	-20%	10%	0%	19	18%	-7%	?	-8
C/C(=N\NC(=S)NCCc1ccccc1)c1ccc(O)cc1O	27%	-28%	-1%	-3%	5	-22%	?	?	8
CCOC(=O)c1c(N)sc2c(OCC)c(Br)ccc12	5%	i	-82%[inhibitor]	-46%[inhibitor]	5	4%	0%	0%	29
CCCCNC(=O)c1c(O)c2cccc3c2n(c1=O)CCC3	-8%	i	18%	0%	-1	5%	3%	?	0
COc1ccc(NC(=O)Nc2cccc(Cl)c2Cl)c(OC)n1	14%	-6%	-2%	-5%	-7	1%	-8%	-8%	9
Cc1cc(C)c(Cn2c(=O)n(Cc3ccccc3)c(=O)c3c(C)c(C)sc32)c(C)c1	.	i	.	12%	-11	20%	-4%	-18%	.
Cc1cc(N2CCCCC2)nc2ccc(NC(=O)c3ccc(Br)o3)cc12	-7%	-34%[inhibitor]	-15%	9%	0	?	?	2.8µM*	-20
CCCCNC(=O)c1c(C)cc(=O)oc1C	-9%	-25%[57.5 µM]	1%	-16%	7	-24%	2%	6%	9
CC(=O)Nc1ccc(S(=O)(=O)NCC2CCC(C(=O)NCCN(CC(C)C)CC(C)C)CC2)cc1 (stereo not given)	.	-1%	.	2%	4	?	12%	7%	.
CCC(=O)Nc1cccc(NC(=O)c2cc3ccccc3o2)c1	1%	-21%	3%	19%	-1	?	-16%	1%	6
CCCNC(=O)c1onc(CSc2ccc(F)cc2)c1C(=O)NCCC	4%	-16%	4%	-6%	1	-16%	0%	?	8
CCCCOc1cccc(-c2nnc(N)s2)c1	19%	-6%[57.5 µM]	0%	26%	4	5%	-26%	8%	0
O=C(O)[C@H](Cc1ccccc1)N1Cc2ccccc2C1=O	-2%	i	0%	18%	4	0%	-4%	0%	-6
CCOC(=O)C1(C)CCN1C(=O)c1ccco1 (stereo not given)	-2%	-18%	6%	?	-6	5%	20%	24%	0

A few values from the entries so far.
CCCNC(=O)c1onc(CSc2ccc(F)cc2)c1C(=O)NCCC in D3 antag = 8
CCCCOc1cccc(-c2nnc(N)s2)c1 in DRD3 agonist = 4
CCOC(=O)C(CC(C)C)CP(=O)(O)CNC(=O)OCc1ccccc1 (stereo not given) in HEK293 tox = 15%

Further results follow.
SMILES	GLP1R ag	PTHR1 ag	aSyn rescue	TDP-43 yeast inh	DRD3 agonist	KB-V1 cytotox	HEK293 tox	GLP1R inv ag	D3 antag
O=C(C1CCCO1)N1CCN(C(=S)Nc2ccc(Cl)cc2)CC1 (stereo not given)	-9%	-23%	-1%	-14%	-3	?	12%	-4%	-3
CCCC(O)(c1ccc(OC)cc1)C(CN1CCOCC1)c1ccccc1 (stereo not given)	0%	i	1%	-4%[0.397 µM]	-2	0%	0%	?	0
CC1CCN=C(N)S1 (stereo not given)	1%	i	-6%&-3%	13%	-18	6%	2%	-10%	-9
Cc1noc(NS(=O)(=O)c2ccc(NC(=O)c3ccc(N(C)C)cc3)cc2)c1C	-7%	-3%	4%	9%	-1	3%	-11%	-1%	12
O=C(c1noc2c1CCCC2)N1CCCCC1	-1%	i	-1%	-23%	9	26%	-11%	0%	-14
O=C1NCCN(Cc2ccoc2)C1CC(=O)N(Cc1ccccc1)CC1CCC1 (stereo not given)	3%	i	-5%	-1%	-10	7%	-3%	-14%	-14
COc1cccc(CNC(=O)CCC(=O)N2CC(C)Sc3ccccc32)c1 (stereo not given)	.	i	.	21%	3	.	7%	-30%	.
COCCNC(=O)CSc1nc(-c2ccc(OC)c(OC)c2)cc(C(F)(F)F)n1	23%	-11%[57.5 µM]	-4%	1%	0	-19%	-7%	22%	14
CC(C)CC(=O)Nc1c2c(nn1-c1cccc(Cl)c1)CS(=O)(=O)C2	-3%	?	5%	0%	-1	-2%	0%	-7%	8
COc1ccc(C(=O)N2CCN(C)C(C)C2)cc1OC1CCN(C(C)=O)CC1 (stereo not given)	-4%	-12%	-7%	10%	3	.	18%	2%	-19
C=CCNc1oc(/C=C/c2ccccc2)nc1C#N	14%	i	-4%	8%	3	18µM*	75%[activator]	3%	-13
Cc1ccc(NC(=O)c2oc3ccccc3c2COC(C)C)cc1S(=O)(=O)N1CCOCC1	1%	10%	15%	?	3	?	-6%	-61%	13
COc1ccc(N2CC(O)=C(c3nc(-c4ccc(F)cc4)cs3)C2=N)cc1OC	13%	-18%	-1%	-4%	6	-14%	6%	21%	29
O=C(NC1CCCCC1)c1n[nH]c2c1CC(c1ccccc1)CC2 (stereo not given)	5%	-16%	-8%	17%	-17	-12%	1%	23%	-25
O=C(CC(NCCN1CCOCC1)C(=O)O)Nc1cccc(Cl)c1 (stereo not given)	0%	i	0%	-9%	5	0%	-1%	26%	9
C=CCn1c(=O)[nH]c2cc(C(=O)N3CCN(c4ccc(C(C)=O)cc4)CC3)ccc2c1=O	-1%	-12%[57.5 µM]	-5%	-13%	-6	-6%	-3%	0%	45
Cc1onc(-c2ccccc2)c1C(=O)Nc1nc(-c2cc(F)ccc2F)cs1	-7%	-7%[57.5 µM]	0%	0%	4	0%	16%	1%	21
NS(=O)(=O)c1ccc(NC(=O)CSc2nc3c(cnn3-c3ccccn3)c(=O)[nH]2)cc1	-5%	i	0%	-6%	2	-2%	-4%	3%	-19
CCOC(=O)C1CCN(C(=O)Cc2c(F)cccc2Cl)CC1	0%	-6%[57.5 µM]	7%	9%	-2	-14%	-3%	-9%	-5
CCn1nc(C(=O)N2CCN(Cc3nc4ccccc4s3)CC2)c2ccccc2c1=O	6%	-42%[inhibitor]	-9%	0%	9	?	-26%	?	21
CCOc1ccc(NC(=O)Cn2c3ncccc3c(=O)n2-c2ccc(CC)cc2)cc1	.	-35%[inhibitor]	.	21%	3	.	0%	21%	.
CCOc1ccc(C(=O)NCC(=O)NCC(c2ccc(OC)cc2)N2CCCC2)cc1 (stereo not given)	10%	-22%	2%	18%	-11	-2%	2%	-20%	20
COc1ccc(C2NCCc3cc(OC)c(OC)cc32)cc1OC (stereo not given)	8%	-4%[57.5 µM]	-1%	18%	2	5%	-13%	2%	15
Cn1c(=O)c2c(nc3n2CCCN3CCc2ccccc2)n(C)c1=O	-2%	i	-2%	10%	4	?	0%	-12%	8
CC(C)Oc1ccc(S(=O)(=O)N2CCCCC2)cc1NC(=O)C1=NN(c2ccccc2)C(=O)CC1	-3%	i	-4%	19%	1	-25%	9%	24%	12
SMILES	GLP1R ag	PTHR1 ag	aSyn rescue	TDP-43 yeast inh	DRD3 agonist	KB-V1 cytotox	HEK293 tox	GLP1R inv ag	D3 antag
OC(c1cc(Cl)cc(Cl)c1)c1ncc(-c2cccc(F)c2)[nH]1 (stereo not given)	2%	-6%	?	?	0	-7%	4%	?	-5
COc1ccc2ccccc2c1CN1CCSCC1	-6%	i	-1%	7%	12	-12%	7%	-10%	13
CCCc1cc(=O)[nH]c2nnc(SCC(=O)NC3CCCC3)n12	-1%	-11%	-6%	-4%	3	?	-4%	-1%	3
O=C(O)C1C2CCC(CC2)C1C(=O)N1CCN(Cc2ccc(F)cc2)CC1 (stereo not given)	5%	-18%	5%	20µM*	-3	2%	3%	13%	-14
Cc1cccc(N2CCN(C(=O)c3cccc(S(=O)(=O)N4CCCCC4)c3)CC2)c1C	-10%	-41%[inhibitor]	6%	7.1µM*	-3	?	-7%	-10%	?
CN(Cc1nccn1C)C(=O)C1CCC(=O)N(Cc2cccc(C(F)(F)F)c2)C1 (stereo not given)	0%	-27%	-1%	-5%	-3	17%	-10%	0%	5
N#Cc1cccc(NC(=S)Nc2ccccc2)c1	-3%	-9%	-1%	-17%	-5	-2%	-14%	8%	7
O=C(NC1CCN(S(=O)(=O)c2cccc([N+](=O)[O-])c2)CC1)C1CCCCC1	2%	i	-1%	-25%	-11	2%	-8%	3%	-22
